# Runt-SMMHC FRET = inhibitors of human RUNX1 Runt domain binding to CBFb-SMMHC; Q01196+Q13951; Cerulean-Runt/Venus-CBFb-SMMHC FRET ratio 530/480, 1 h; inhibition, % at 20 µM; 220,000 compounds, 0.74% hits;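 active = mean inhibition across duplicate retests at 20 µM reaching about 50%, limit read from the data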;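 note: 0% = DMSO wells and 100% = wells with excess untagged CBFb-SMMHC; inhibitors lower the FRET ratio by blocking Runt binding to CBFb-SMMHC; some results filed as inactive read as strong as hits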
# p47phox inh = p47phox (human) inhibition | p47phox/p22phox peptide binding, fluorescence polarization, 2 h | inhibition, % at 24.7 µM | 220,000 compounds, 0.53% hits | AID 1274;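 active = inhibition above about 30%, limit read from the data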;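 note: 0% = p47phox with labelled peptide and 100% = labelled peptide alone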
# MDM2 E3 inh = blocks human Mdm2 ubiquitin ligase activity; cell-based MDM2 ubiquitination luciferase reporter, 2 h; 0 = plate control, 100 = twice control, blank-subtracted; signal enhancement, % at 5 µM; 210,000 compounds, 0.11% hits; AID 1230;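 active = signal enhancement of 30% or more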;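 note: luminescence tracks abundance of the self-degrading MDM2-luciferase fusion protein; higher signal means inhibition of MDM2 E3 ligase activity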
# Target sequence (Q00987 whole entry, looked up, the tested form may be a part): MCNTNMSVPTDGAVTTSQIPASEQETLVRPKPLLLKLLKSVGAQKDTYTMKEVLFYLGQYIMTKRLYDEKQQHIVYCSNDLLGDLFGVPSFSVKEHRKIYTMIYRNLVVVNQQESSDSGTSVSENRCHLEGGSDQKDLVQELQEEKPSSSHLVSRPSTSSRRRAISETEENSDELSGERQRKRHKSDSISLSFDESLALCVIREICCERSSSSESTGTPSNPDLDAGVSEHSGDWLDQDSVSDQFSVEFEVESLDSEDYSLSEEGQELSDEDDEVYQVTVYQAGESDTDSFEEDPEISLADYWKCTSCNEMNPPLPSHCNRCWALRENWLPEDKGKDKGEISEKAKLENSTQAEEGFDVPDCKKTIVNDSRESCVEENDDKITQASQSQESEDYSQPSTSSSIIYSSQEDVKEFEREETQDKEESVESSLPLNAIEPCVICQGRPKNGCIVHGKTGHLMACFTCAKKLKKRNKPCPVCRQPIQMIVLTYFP
#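 System: stable MDM2–luciferase fusion reporter cells / Input: 2000 cells seeded into each well / Schedule: 4 h settle plus 2 h compound, 37 °C / Compound: single-point 5 µM / Buffer or medium: cells held in DMEM / Benchmarks: control and blank well means / Evaluation: percent signal gain over controls, blank-subtracted / Measured by: luciferase luminescence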
# 14-3-3 Bad PPI = disrupts binding of bovine 14-3-3 zeta to phospho-Bad peptide; P63103; TR-FRET 14-3-3zeta/Dy647-pBad peptide displacement, 1 h; inhibition, % at 21.7 µM; 220,000 compounds, 0.71% hits;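 active = inhibition above about 70%, limit read from the data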;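 note: 0% = full 14-3-3 plus peptide FRET controls and 100% = background without 14-3-3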
# Target sequence (P63103 whole entry, looked up): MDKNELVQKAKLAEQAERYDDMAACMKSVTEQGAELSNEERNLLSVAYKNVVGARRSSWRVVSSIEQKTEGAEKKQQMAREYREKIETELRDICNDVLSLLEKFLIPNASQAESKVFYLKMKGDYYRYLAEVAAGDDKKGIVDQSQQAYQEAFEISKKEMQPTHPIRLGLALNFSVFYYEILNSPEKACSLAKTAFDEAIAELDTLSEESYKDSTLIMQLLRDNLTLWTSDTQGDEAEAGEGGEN
# Runt-CBFb FRET = blocks binding of human RUNX1 Runt domain to CBFb; Q01196+Q13951; Cerulean-Runt/Venus-CBFb FRET ratio 530/480, 1 h; inhibition, % at 20 µM; 220,000 compounds, 0.46% hits;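 active = inhibition over about 50% at 20 µM in the single-dose screen, limit read from the data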;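 note: 0% = DMSO wells and 100% = excess unlabeled CBFb competitor control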
#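 Assay system: Cerulean-tagged RUNX1 Runt domain (FRET donor) fusion protein / Amount: 100 nM each of Venus-CBFb and Cerulean-Runt domain / Medium: Tris buffer pH 7.5 with salts and BSA / Also added: Venus-CBFb 100 nM / Schedule: 1 h complex formation plus 1 h compound treatment, room temperature / Signal: FRET fluorescence / Read-out: loss of energy transfer signal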
# Hck Nef HTS = blocks Nef-activated human Hck kinase; P08631; Recombinant Hck-YEEI plus Nef, Z-Lyte FRET kinase assay; inhibition, % at 20 µM; 220,000 compounds, 0.68% hits;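 active = Hck-Nef kinase inhibition above about 50%, limit read from the data; inactive = inhibition below that limit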;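 note: 0% = DMSO with Hck plus Nef and 100% = Hck alone without Nef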
# zVAD death inh = L929 zVAD cell death inhibition. L929 zVAD necroptosis rescue, ATP luminescence, 24 h; with zVAD 60 µM. viability rescue, % at 10 µM. 220,000 compounds, 0.38% hits. AID 1377;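 active = activation, scaled between plate controls, above about 75%, limit read from the data; inactive = activation under that limit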;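 note: 0% = zVAD with DMSO and 100% = DMSO alone without zVAD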
# EBV gp42 block = inhibitors of Epstein-Barr virus glycoprotein 42; Q1HVG2; Fluorescence polarization binding assay, mP read-out; inhibition, % (tested at 21.74 µM); 220,000 compounds, 0.42% hits; AID 1085; in the data active = inhibition above about 50%
# Target sequence (Q1HVG2 whole entry, looked up): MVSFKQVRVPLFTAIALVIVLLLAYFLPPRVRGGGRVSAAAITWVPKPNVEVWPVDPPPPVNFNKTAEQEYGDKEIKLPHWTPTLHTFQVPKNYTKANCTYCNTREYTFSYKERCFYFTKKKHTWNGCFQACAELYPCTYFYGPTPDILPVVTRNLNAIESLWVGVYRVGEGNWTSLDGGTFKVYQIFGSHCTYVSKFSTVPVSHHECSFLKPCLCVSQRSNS
# TbHK1 inh = T. brucei hexokinase 1 inhibition; recombinant TbHK1, G6PDH-coupled NADH A340; inhibition, % at 10 µM; 220,000 compounds, 0.11% hits; AID 1430;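 active = inhibition of 50% or more in the single-dose primary screen; inactive = inhibition below 50%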
# * hit, by the source's call; · = no result given; [ ] = dose if it differs, or a comment. Outcome played no part in choosing rows; overall some 3.2% were active at least once.
SMILES,Runt-SMMHC FRET,p47phox inh,MDM2 E3 inh,14-3-3 Bad PPI,Runt-CBFb FRET,Hck Nef HTS,zVAD death inh,EBV gp42 block,TbHK1 inh
Cc1cccc(N(Cc2ccc(Cl)cc2)S(C)(=O)=O)c1,-2,-10,-6,-7,0,-1,2.6,-11,2
COc1ccc(CSc2nc3ccccc3[nH]2)cc1,-1,-14,-46,-4,-1,0,0.2,7,9
CCn1c(SCc2ccc(F)cc2)nnc1-c1nn(-c2ccccc2)ccc1=O,-2,1,-7,-1,-2,-1,-0.1,-32,-13
COc1ccccc1N1N=C(C(=O)c2ccccc2)C2C(=O)N(c3ccc(Br)cc3)C(=O)C21 (centres undefined),-148,-18,-8,-26,-241,-105,0.3,17,-7
CN(C(=O)CSc1nc(-c2ccccc2)c(-c2ccccc2)o1)C1CCS(=O)(=O)C1 (centres undefined),1,-4,-8,-10,-5,16,-0.6,1,-9
CCCCCC(=O)N1CCN(CCN=CC2=C(O)CC(c3ccc(OC)cc3)CC2=O)CC1 (centres undefined),-3,5,-4,·,-2,2,-0.3,-29,33
O=C(O)CCCNC(=O)/C(=C\C=C\c1ccccc1)NC(=O)c1ccccc1Cl,·,-11,-3,-1,·,28,-0.3,-2,-43
O=C(CN1CCN(S(=O)(=O)c2ccccc2)CC1)Nc1ccc([N+](=O)[O-])cc1,-37,-12,3,-7,0,4,3.3,-10,-11
c1ccc(Cn2c(-c3cccs3)nc3nc4ccccc4nc32)cc1,65*,-14,-2,3,23,1,0.2,3,-3
CCOC(=O)c1c(C)[nH]c(C2=NNC(=Nc3cccc(Cl)c3)SC2)c1C,14,-37,-7,2,22,12,1.3,-8,-11
Cc1nnc(-c2cccc(Br)c2)c2cn(-c3ccc(Br)cc3)nc12,-10,-26,-24,9[fluorescence artefact?],-7,0,-0.1,-11,-2
N#Cc1c(N)nc2c(c1N)CC(=O)N2c1ccccc1-c1ccccc1,0,-12,-11,37[fluorescence artefact?],3,4,0.5,-38,-4
CN(Cc1ccccc1)Cc1nc2c([nH]1)c(=O)n(C)c(=O)n2C,3,4,-18,-5,-2,0,0.1,4,8
O=C(CN(C(=O)c1ccc(Cl)cc1)N1C(=O)C2C3C=CC(C3)C2C1=O)c1cccs1 (centres undefined),-2,-15,-9,-2,0,-14,-0.4,-9,-3
CC1(C)Cc2c(sc(NC(=O)C(C)(C)C)c2C#N)C(C)(C)N1,8,-21,0,-6[fluorescence artefact?],4,-3,0.0,-5,4
Cn1c2ccccc2c2cc([N+](=O)[O-])ccc21,-7,-16,-8,2,-3,5,0.1,-7,-2
Cc1cc(C)cc(N(C(=O)c2nsc(Cl)c2Cl)C(C(=O)NC2CCCC2)c2ccc(O)cc2)c1 (centres undefined),4,-22,-13,4,2,3,-0.2,0,25
C/C(=N\NC(=O)c1ccc(CN2CCOCC2)cc1)c1cccc([N+](=O)[O-])c1,4,3,0,-3[fluorescence artefact?],0,3,1.6,-7,1
Cc1cc(C)nc(CCNC(=O)c2cc(COc3c(F)cccc3F)on2)n1,-1,-3,-13,-7,2,5,1.1,3,-5
COc1ccc(NC(=S)NC(NC(=O)/C=C/c2ccccc2)C(Cl)(Cl)Cl)cc1 (centres undefined),0,-7,-23,32[fluorescence artefact?],·,0,0.1,-1,-10
Cc1ccc(C2CC(c3cccc(Br)c3)n3nc(N)nc3N2)cc1 (centres undefined),-3,-13,-10,-11,-2,1,6.3,-2,-4
O=C(CN1CCC(O)(c2ccc3c(c2)OCO3)CC1)N1CCOCC1,1,-11,-12,-6,1,1,-0.5,-12,-2
COc1cc(/C=N/Nc2ccc(Cl)c(C(=O)O)c2)ccc1OCC(=O)N1C(C)CCCC1C (centres undefined),6,-6,6,-23,-2,3,2.4,-1,-5
CC1COC(Cn2c3ccccc3c3ccccc32)O1 (centres undefined),-1,-6,-12,16,1,7,0.0,8,-3
C/C(=N\NC(=O)COc1ccc(C)cc1Br)c1cc([N+](=O)[O-])cs1,-4,32*,-12,-6,-5,12,6.8,-30,0

# Just Runt-SMMHC FRET, for 2 of the compounds above:
Molecule,Runt-SMMHC FRET
Cc1cc(C)nc(CCNC(=O)c2cc(COc3c(F)cccc3F)on2)n1,-1
O=C(CN1CCN(S(=O)(=O)c2ccccc2)CC1)Nc1ccc([N+](=O)[O-])cc1,-37

# New compounds follow
SMILES,Runt-SMMHC FRET,p47phox inh,MDM2 E3 inh,14-3-3 Bad PPI,Runt-CBFb FRET,Hck Nef HTS,zVAD death inh,EBV gp42 block,TbHK1 inh
Cc1ccc(CSCCNC(=O)/C=C/c2ccccc2Cl)cc1,2,-10,-9,-2,-2,-1,0.2,1,-14
CCOC(=O)C1=C(C)NC(=O)CC1c1ccccc1OC (centres undefined),0,-4,-10,-11,0,15,2.9,-10,-3
COc1ccc(CC(=O)Nc2nnc(SCC(=O)NCc3ccco3)s2)cc1OC,-2,-11,1,-9,-1,16,14,-18,1
O=[N+]([O-])c1ccc(N2CCCCC2)s1,-17,-6,-9,-11,-4,26,1.0,-64,-3
O=C(Nc1ccc(NS(=O)(=O)c2ccccc2)cc1)c1cccnc1,-2,-11,4,3,3,21,7.9,-19,-5
O=c1cc(CSc2nnc(Nc3ccccc3F)s2)nc2sccn12,-4,5,-1,-4,1,-5,2.1,-21,-4
CC(=O)Nc1ccc(N(C(=O)CNC(=O)c2ccco2)C(C(=O)NCC2CCCO2)c2ccccc2)cc1 (centres undefined),3,0,0,-11,1,21,1.1,4,-1
O=C(NCc1ccc(C(F)(F)F)cc1)C1CC(c2ccccc2C(F)(F)F)=NO1 (centres undefined),-2,-14,-1,-4,-1,23,0.0,1,6
COc1cccc(-c2nc(CS(=O)(=O)CC(=O)N3CCN(C)CC3)c(C)o2)c1,-2,-3,-18,3[fluorescence artefact?],·,15,-0.6,1,3
Cc1ccc(OCCOCCOc2ccc(Br)cc2/C=N\NC(=O)c2ccncc2)cc1,-3,-37,-9,2,-7,6,0.4,-10,-11
CS(=O)(=O)N1CCC(C(=O)Nc2ccc3c(c2)OCCO3)CC1,0,0,-8,-5[fluorescence artefact?],0,2,0.2,-16,0
Cc1ccc(NC(=O)C(=O)NCCOc2ccccc2Cl)cc1,-7,18,-4,13[fluorescence artefact?],-2,-1,0.8,4,2
O=C(CSCC(=O)N1CCCCC1)OCC(=O)c1c[nH]c2ccccc12,-5,-6,-1,-11[fluorescence artefact?],1,1,0.0,-11,11
CC(C)Cc1c(O)nc(SCC(=O)Nc2ccc3c(c2)CCC3)[nH]c1=O,0,-23,-15,-1,-3,-11,-0.3,-18,4
COc1ccccc1NC(=S)N(CCCN1CCOCC1)Cc1cn(C)c2ccccc12,-5,-11,1,5[fluorescence artefact?],0,5,·,-10,-6
O=C(C1CCN(Cc2cccs2)CC1)N1CCN(Cc2ccc3c(c2)OCO3)CC1,-2,1,-14,10,0,18,1.5,-12,-8
CCc1c(O)nc(SCC(=O)N2CCCCC2)n(-c2ccccc2C)c1=O,-3,-10,-3,-4[fluorescence artefact?],0,0,-0.3,-2,-2
COc1ccccc1CC(=O)N1CCN(c2ccc([N+](=O)[O-])cc2)CC1,-5,11,-16,7,-6,8,0.3,7,-3
CN(n1cnc2ccccc2c1=O)S(C)(=O)=O,0,-9,-5,-1,2,3,0.2,-13,-11
CCCc1nnc(NC(=O)Nc2ccccc2OC)s1,1,-3,-5,7,0,0,2.7,-11,4
N#CCCSCc1ccc2oc(C(=O)O)cc2c1,0,-7,-33,-2,4,3,1.0,-17,7
CCCN(Cc1ccco1)S(=O)(=O)c1ccc(OC)c(OC)c1,-3,-6,-7,-10,0,10,-0.7,3,-14
S=c1[nH]nc(-c2ccc(Cl)cc2)n1CCCN1CCOCC1,-1,-7,-6,-18,1,25,2.3,-1,-1
O=C(Nc1ccc(N2CCCC2)cc1)c1ccc([N+](=O)[O-])cc1Cl,0,-2,·,-10,3,4,1.8,2,0
COc1ccc(OC)c(NC(=O)C2CC(=O)N(CCc3ccccc3)C2)c1 (centres undefined),2,-6,-7,-16,3,22,2.3,-11,-2

# Remaining list, next part:
SMILES,Runt-SMMHC FRET,p47phox inh,MDM2 E3 inh,14-3-3 Bad PPI,Runt-CBFb FRET,Hck Nef HTS,zVAD death inh,EBV gp42 block,TbHK1 inh
O=C(/C=C/c1ccccc1[N+](=O)[O-])NCCN1C(=O)S/C(=C\c2ccc(F)cc2)C1=O,-15,2,-2,-5,-3,27,0.7,-15,-6
CCCc1[nH]nc2c1C1(C(=O)N(C(C)C)c3ccccc31)C(C#N)=C(N)O2 (centres undefined),-2,-4,-5,3,-1,0,-0.3,-2,7
CC(=O)c1ccc(N2CCN(C(=O)C3CCN(S(=O)(=O)Cc4ccccc4)CC3)CC2)cc1,-6,-11,-5,-5[fluorescence artefact?],1,2,1.0,-9,-28
COCCn1c(SCc2nnc(-c3ccccc3)o2)nc2sc3c(c2c1=O)CCC3,-4,-17,-1,-1,-11,3,2.2,-18,-17
CCC(=O)c1ccc(N2CCN(C(=O)c3cc([N+](=O)[O-])ccc3F)CC2)c(F)c1,-2,5,-18,-6,2,4,1.0,10,-7
CCOC(=O)C(C)Oc1c(C(=O)OC)sc2ncccc12 (centres undefined),0,-7,-4,-7,0,19,-0.1,-7,-4
S=c1[nH]nc(C(c2ccccc2)C2CCCCC2)o1 (centres undefined),1,-2,2,5,4,16,-0.3,-11,-7
CS(=O)(=O)c1ccc(C(=O)OCC(=O)NC2CCS(=O)(=O)C2)cc1[N+](=O)[O-] (centres undefined),1,0,-11,1,0,24,-1.0,-13,9
O=C1CC(c2ccco2)CC(O)=C1C=Nc1ccccc1-c1ccccc1 (centres undefined),9,-4,-13,-3,24,-40,-1.2,6,2
Cc1ccc(NC(=O)CCCc2nc3ccccc3s2)c(O)c1,-2,2,9,5,1,-13,1.7,-18,0
Cc1ccc(CNC(C)(C)CO)cc1,-2,-1,4,6,0,-3,-0.1,-16,5
CC(=O)c1ccc(NC(=S)Nc2cccc3cnccc23)cc1,3,-5,·,0,41,9,0.7,3,-20
COc1ccc(Br)cc1-c1nc(CCl)cs1,-2,-16,0,-4,1,14,-2.2,1,-1
CC1(CCc2ccccc2)NC(=O)N(CC(=O)O)C1=O (centres undefined),0,-7,·,-1,0,11,-0.3,-13,-2
Cc1c(NC(=O)c2cccs2)cccc1C(=O)O,0,7,-6,6,·,0,-0.1,-15,5

# An excerpt taken from the entries so far:
SMILES,Runt-SMMHC FRET,p47phox inh,MDM2 E3 inh,14-3-3 Bad PPI,Runt-CBFb FRET,Hck Nef HTS,zVAD death inh,EBV gp42 block,TbHK1 inh
CC(=O)c1ccc(NC(=S)Nc2cccc3cnccc23)cc1,3,-5,·,0,41,9,0.7,3,-20
COc1ccc(Br)cc1-c1nc(CCl)cs1,-2,-16,0,-4,1,14,-2.2,1,-1
CC1(CCc2ccccc2)NC(=O)N(CC(=O)O)C1=O (centres undefined),0,-7,·,-1,0,11,-0.3,-13,-2
Cc1c(NC(=O)c2cccs2)cccc1C(=O)O,0,7,-6,6,·,0,-0.1,-15,5

# From PubChem
